TCR CD3 inh: inhibitors of human TCR-CD3 interaction, primary screen, biochemical, fluorescence, TAMRA-labeled TCR probe | T-cell receptor (TCR) | inhibition, % at 9.4 µM | 360,000 compounds, 0.37% hits | AID 651800, 2012; in the data active = inhibition above about 19%;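 note: recombinant mutant TCR 2C K166C tagged with TAMRA read by polarization; 0% = receptor in buffer alone and 100% = receptor with positive control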
SIAE inh: human SIAE inhibitors, primary screen, biochemical, fluorescence polarization, FP-Rh probe, 1536-well HTS; inhibition, % at 9.66 µM; SIAE FP-Rh probe binding; 370,000 compounds, 0.69% hits; AID 1053197, 2014;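 active = inhibition above a cutoff: mean of compounds within the control limits plus 3 SD of those, cut at about 17% in these data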;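 note: 0% = plate median of compound wells and 100% = probe without SIAE protein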
PG9 Ab binder: binders of HIV-1 gp120 antibody PG9, primary screen, biochemical, TR-FRET. TR-FRET gp120-PG9 antibody binding. inhibition, % at 6.7 µM. 360,000 compounds, 0.43% hits. AID 624416, 2012; in the data active = inhibition above about 8.5%
TDP2 absorb: human TDP2 enzyme inhibitors, primary screen, biochemical, epi absorbance, recombinant enzyme | AID 720702, 2013 | inhibition, % at 12.8 µM | T5PNP hydrolysis, p-nitrophenol absorbance 415 nm | 370,000 compounds, 0.34% hits;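 active = inhibition above the mean of all tested compounds plus 3 SD, set per campaign, cut at about 25% in these data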;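 note: 0% = DMSO with enzyme and 100% = buffer with substrate but no TDP2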
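test system = human TDP2 enzyme | input = TDP2 enzyme at 120 nM final | medium = 50 mM Tris-HCl pH 7.5 with Mg2+, KCl, DTT, BSA | also added = T5PNP substrate, 5 mM | times = 2 h at 37 °C | technique = epi absorbance | benchmarks = high control without enzyme, low control DMSO plus TDP2 | replication = each compound tested once, singlicate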
mABHD4 FP: ABHD4 inhibitors, primary screen, biochemical, fluorescence polarization, mouse | (Lyso)-N-acylphosphatidylethanolamine lipase (Mus musculus), Q8VD66 | inhibition, % at 8.92 µM | AID 720543, 2013 | 370,000 compounds, 0.54% hits | purified mABHD4, FP-Rh probe fluorescence polarization;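 active = inhibition exceeding the mean over every tested compound plus 3 SD, cut at about 30% in these data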;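 note: 0% = plate median of compound wells and 100% = S159A mutant with DMSO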
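assay system = mABHD4 protein | compound dosing = single nominal dose of 8.92 µM, 0.89% DMSO final | read-out basis = percent inhibition of probe binding, normalized to plate controls | schedule = Enzyme–compound pre-incubation 45 min, then probe 60 min, both 25 °C | detection = fluorescence polarization, excitation 525 nm, emission 598 nm, BODIPY TMR filters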
PRMT1 inh: PRMT1 methyltransferase inhibitors, primary screen, biochemical, fluorescence polarization. 370,000 compounds, 1.3% hits. AID 652257, 2013. recombinant PRMT1, activity-based probe fluorescence polarization. Protein arginine N-methyltransferase 1 (Homo sapiens), Q99873. inhibition, % at 2.79 µM;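 active = inhibition above about 21% made by adding two undisclosed values, limit read from the data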
HTRA1 inh: HTRA1 serine protease inhibitors, primary screen, biochemical, fluorescence polarization, HTS. 340,000 compounds, 0.5% hits. inhibition, % at 5.96 µM. recombinant HTRA1, FP-rhodamine activity-based probe. Q92743; in the data active = inhibition above about 36%;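 note: 0% = enzyme with DMSO and 100% = wells lacking enzyme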
Target sequence (Q92743 whole entry, looked up): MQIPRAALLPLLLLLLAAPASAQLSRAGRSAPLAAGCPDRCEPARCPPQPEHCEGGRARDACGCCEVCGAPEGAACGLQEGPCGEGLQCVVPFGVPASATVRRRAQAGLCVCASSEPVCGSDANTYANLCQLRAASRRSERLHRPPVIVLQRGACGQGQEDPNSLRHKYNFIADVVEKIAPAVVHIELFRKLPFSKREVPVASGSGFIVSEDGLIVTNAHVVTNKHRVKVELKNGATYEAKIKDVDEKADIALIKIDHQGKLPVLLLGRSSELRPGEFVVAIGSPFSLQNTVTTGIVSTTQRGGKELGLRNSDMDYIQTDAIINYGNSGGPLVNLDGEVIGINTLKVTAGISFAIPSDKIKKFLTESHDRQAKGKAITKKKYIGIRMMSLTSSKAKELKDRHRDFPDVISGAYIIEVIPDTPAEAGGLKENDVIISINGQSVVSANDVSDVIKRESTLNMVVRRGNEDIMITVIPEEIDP
rCAG RNA binder: binders of r(CAG) RNA repeats, primary screen, biochemical, fluorescence | r(CAG) RNA repeat, TO-PRO-1 dye displacement fluorescence | inhibition, % at 3 µM | 370,000 compounds, 1.3% hits;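 active = inhibition above the plate cutoff, the mean of all test compounds on that plate plus 3 SD, cut at about 35% in these data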;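 note: 0% = DMSO alone and 100% = 100 µM mitoxantrone as full dye displacement; higher means more dye released from RNA so lower well fluorescence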
LEDGF integ inh: blockers of LEDGF/p75-dependent integrase strand transfer – biochemical, TR-FRET, high throughput, primary screen | HIV-1 integrase (with human LEDGF/p75) | TR-FRET IN-LEDGF/p75 DNA integration, Eu/Cy5 | inhibition, % at 3.7 µM | 370,000 compounds, 0.64% hits | AID 743269, 2014;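 active = inhibition above the screen-wide mean plus 3 SD, cut at about 13% in these data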;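 note: signal is the Cy5 over europium emission ratio at 671 and 618 nm; 0% = plate median of compound wells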
Rev-erbA mod: modulators of Rev-erb alpha DNA binding, primary screen, biochemical, FITC-DNA, fluorescence polarization, uHTS. activity, % at 10 µM. Nuclear receptor subfamily 1 group D member 1 (Homo sapiens), P20393. 370,000 compounds, 0.79% hits. Rev-erbα–FITC-DNA binding, 90 min. AID 1259318, 2017;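 active = activity above about 14%, limit read from the data; passing the limit was not always enough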;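 note: 0% = DMSO wells with 35 nM protein and 100% = DMSO wells with 750 nM protein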
Target sequence (P20393 whole entry, looked up): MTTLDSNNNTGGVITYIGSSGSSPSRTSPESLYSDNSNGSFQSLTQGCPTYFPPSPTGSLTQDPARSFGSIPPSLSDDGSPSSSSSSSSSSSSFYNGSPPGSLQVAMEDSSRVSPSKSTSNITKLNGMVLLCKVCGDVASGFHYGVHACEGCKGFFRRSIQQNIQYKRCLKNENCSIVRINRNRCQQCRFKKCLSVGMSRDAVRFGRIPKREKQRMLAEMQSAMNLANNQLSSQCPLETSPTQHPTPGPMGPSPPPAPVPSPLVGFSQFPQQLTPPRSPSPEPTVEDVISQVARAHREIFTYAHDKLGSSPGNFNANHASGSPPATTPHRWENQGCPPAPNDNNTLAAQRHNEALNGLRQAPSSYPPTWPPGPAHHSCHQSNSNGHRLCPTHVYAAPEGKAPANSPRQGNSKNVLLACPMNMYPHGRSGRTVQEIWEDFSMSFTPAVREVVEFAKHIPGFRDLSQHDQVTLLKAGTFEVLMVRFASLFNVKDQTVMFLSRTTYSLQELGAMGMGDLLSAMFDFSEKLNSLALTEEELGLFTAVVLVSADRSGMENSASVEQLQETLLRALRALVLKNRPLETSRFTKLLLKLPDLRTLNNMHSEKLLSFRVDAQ
* = called active by the depositor; . = no result given. This is a subset; the hit share may differ from the screen's.

SMILES | TCR CD3 inh | SIAE inh | PG9 Ab binder | TDP2 absorb | mABHD4 FP | PRMT1 inh | HTRA1 inh | rCAG RNA binder | LEDGF integ inh | Rev-erbA mod
CC(C)(C)c1ccc(-n2ncc3c2CCCC3NC(=O)CN2CCCCC2=O)cc1 (configuration not stated) | 1 | -7 | -1.4 | -8 | -9 | -1 | 7 | -8 | 0 | -4
CCOC(=O)c1ccc(NC(=O)CN2C(=O)C3C4C=CC(C4)C3C2=O)cc1 (configuration not stated) | -6 | 0 | 1.1 | 7 | -3 | -1 | -2 | -1 | 1 | -2
CC1(C)Cc2c(sc3c2C2=NCCN2C=N3)CS1 | 0 | -3 | -1.4 | -2 | 1 | 1 | 7 | -1 | -2 | -10
COc1ccc(C(=O)NCCCOc2cccnc2)cc1OC1CCN(C(C)=O)CC1 | 4 | 5 | -1.2 | -11 | -9 | 4 | -7 | -8 | -5 | 0
NC(=O)C1CN(C(=O)c2nn(Cc3ccccc3)c(=O)c3ccccc23)c2ccccc2O1 (configuration not stated) | -8 | 1 | -0.7 | -5 | -8 | -2 | -4 | -3 | -1 | 2
Cc1ccc(C2C(=O)N(C3CCC(C)CC3)CC(=O)N2C2CCCC2)cc1 (configuration not stated) | 3 | -3 | -0.1 | -6 | 11 | 0 | -1 | -3 | -2 | -1
CC(Oc1cc2oc(=O)c3c(c2cc1Cl)CCC3)C(=O)NCc1ccccn1 (configuration not stated) | -1 | -6 | 2.3 | -3 | 0 | -3 | 3 | -6 | -1 | 0
CN(C)/C=C(/C(=O)c1ccc(Cl)c(Cl)c1)S(C)(=O)=O | -4 | 2 | -0.6 | 5 | 3 | 3 | -3 | 2 | -3 | 3
CC(=O)Nc1ccc(NS(=O)(=O)c2ccc(C)cc2)c([N+](=O)[O-])c1 | -4 | 4 | -2.8 | -1 | -2 | -4 | -13 | 0 | 3 | -3
O=C(CN1C(=O)NC2(CCOc3ccccc32)C1=O)c1cccs1 (configuration not stated) | -6 | 0 | -0.6 | -18 | -6 | -3 | -1 | 4 | 3 | 4
O=C(COC(=O)C12CC3CC(CC(C3)C1)C2)NC12CC3CC(CC(C3)C1)C2 | -4 | -6 | 0.0 | 6 | 12 | 0 | -29 | -5 | 0 | -2
NC(=O)CC(NC(=O)c1ccc(Br)cc1)c1ccc(N2CCC(Br)CC2)c([N+](=O)[O-])c1 (configuration not stated) | 8 | -1 | 1.6 | 3 | -10 | -2 | -1 | 3 | 0 | -1
COc1ccc(-c2cc(-c3nnc(COC(=O)CC4CC5CCC4C5)o3)c3ccccc3n2)cc1OC (configuration not stated) | -2 | -10 | 0.1 | 3 | -11 | 0 | -50 | 14 | -2 | 3
O=C(C1CC(=O)N(c2ccccc2F)C1)N1CCOCC1 (configuration not stated) | -1 | 10 | -1.3 | -2 | 2 | -2 | 0 | 0 | -3 | 7
CC(=O)OC1C(N2CCCCC2)c2c(ccc(/C=C/C(=O)N3CCCCC3)c2O)OC1(C)C (configuration not stated) | -5 | 3 | -1.0 | -1 | 3 | 3 | 5 | -5 | -5 | -2
O=C(CSc1nc2ccccc2c(=O)n1-c1ccccc1F)N1CCOCC1 | 9 | 2 | -0.1 | -7 | 3 | 4 | 2 | 4 | 0 | -3
Cc1ccc(S(=O)(=O)N(C)c2ccc(OC(=O)COc3ccccc3)cc2)cc1 | 11 | -6 | -0.4 | -6 | -14 | -1 | -6 | 0 | 6 | -6
CC(C)(C)c1ccc(C(=O)N2CCN(CCNC(=O)C(=O)Nc3ccc(F)cc3)CC2)cc1 | 2 | 7 | -0.4 | -3 | 3 | 1 | -7 | -9 | 0 | -6
CC(OC(=O)C1CC1C)C(=O)Nc1ccc(Cl)cn1 (configuration not stated) | -1 | -4 | 1.0 | 13 | 4 | -2 | -2 | -9 | -4 | 6
COc1ccc(C(=O)Nn2cnnc2)cc1OC | -1 | 4 | -0.1 | 8 | 3 | 7 | 2 | -1 | -5 | 5
CCOC(=O)COc1c(Cl)cc(C2NC(=S)NC(c3ccccc3)=C2C(C)=O)cc1OC (configuration not stated) | 11 | 7 | -2.1 | -14 | -2 | 5 | -7 | -1 | -2 | 2
Cc1cc2c(s1)c1cnn(Cc3cc(F)ccc3F)c(=O)c1n2C | . | 7 | . | 6 | -3 | -7 | . | . | -2 | 15
Cc1cc(C)c(C(=O)COC(=O)C2CCN(c3ccc(C(F)(F)F)cn3)CC2)cc1C | -4 | 1 | 0.2 | -11 | -11 | 5 | -10 | 2 | 3 | 0
COc1cc(OC)cc(C2=NC3(CCC(C)CC3)NC2=S)c1 (configuration not stated) | 2 | 3 | 0.5 | -6 | -5 | -1 | -10 | -2 | -4 | 6
C/C(CC(=O)Nc1c(Cl)cccc1C(F)(F)F)=N\NC(=O)c1cnccn1 | 0 | -8 | -0.1 | -12 | -18 | 9 | -13 | 9 | 2 | 1
CC(=O)NC(CCS(C)(=O)=O)C(=O)Nc1cccc(C)c1C (configuration not stated) | 2 | 6 | -0.6 | 6 | -5 | -4 | 3 | 1 | 0 | 2
O=C(COC(=O)CCCCCN=C1NS(=O)(=O)c2ccccc21)Nc1ccc(Cl)c(Cl)c1 | 19* | -119 | -0.6 | -3 | 1 | -2 | -76 | 14 | 2 | 0
CCCCCn1c(=O)c(C(=O)c2ccccc2)nc2ccccc21 | 7 | 0 | -1.9 | 5 | -8 | 2 | -7 | -4 | 2 | 8
Cc1cc(C)n(-c2ccc(C(=O)OCC(=O)N(CC(C)C)C3CCS(=O)(=O)C3)cc2)n1 (configuration not stated) | 6 | 9 | 0.6 | -7 | -6 | 0 | -2 | -7 | -3 | 0
CCCC(=O)Nc1c(C)nn(C(=O)CCC)c1C | -5 | 6 | -1.2 | -2 | -1 | -4 | 7 | 0 | 1 | 4
Cc1ccc(NC(=O)c2[nH]cnc2C(=O)NN)cc1 | -5 | -21 | 1.1 | -4 | -25 | 2 | -15 | 10 | -1 | 2
Cc1c(NC(=O)C(C)OC(=O)/C=C/c2ccco2)c(=O)n(-c2ccccc2)n1C (configuration not stated) | -1 | 3 | -0.2 | -2 | -1 | 1 | -3 | -1 | -1 | -5
CCOC(=O)c1ccc(Nc2nc(C)cc(=O)[nH]2)cc1 | 1 | -5 | -1.8 | 2 | -4 | -4 | -4 | 23 | -3 | -6
CCOC(=O)c1c(C2CC2)csc1NC(=O)CSCc1c(C)noc1C | -5 | 0 | 0.6 | -10 | 2 | 2 | -7 | 0 | 1 | 3
CCOc1cc([N+](=O)[O-])cc(/C=C2/NC(=O)N(Cc3ccccc3F)C2=O)c1O | -3 | -6 | -11 | -7 | 31* | 6 | 27 | 46* | -6 | 0
CCn1c(CSc2nnc(C)n2-c2ccccc2)nc2cc(S(=O)(=O)N(C)C)ccc21 | 0 | 0 | 2.2 | 8 | 7 | -1 | 13 | -3 | 1 | 5
CCCNC(=O)N(CCOC)CC1CCCN(C2Cc3ccccc3C2)C1 (configuration not stated) | 7 | 1 | -1.5 | 3 | 0 | -2 | -4 | -5 | 3 | 0
Cc1ccccc1NC(=O)Cc1nc(COC(=O)c2nc(Cl)ccc2Cl)cs1 | 2 | -6 | -1.5 | -1 | 20 | 2 | -13 | 2 | 3 | -3
CCOc1ccc(C(=O)NCC(=O)OCC(=O)N2CCC(C)CC2)cc1 | -2 | 3 | -1.3 | -12 | 0 | -1 | 6 | -4 | 3 | 1
O=C(Nc1ccccn1)c1ccc(Cl)c(S(=O)(=O)N2CCCCCC2)c1 | -5 | 10 | -0.6 | -21 | 8 | 3 | -12 | -3 | -7 | -1

Results in TDP2 absorb, TCR CD3 inh and mABHD4 FP, for 3 of the compounds above:
| molecule | TDP2 absorb | TCR CD3 inh | mABHD4 FP |
| --- | --- | --- | --- |
| CC(=O)NC(CCS(C)(=O)=O)C(=O)Nc1cccc(C)c1C (configuration not stated) | 6 | 2 | -5 |
| O=C(COC(=O)CCCCCN=C1NS(=O)(=O)c2ccccc21)Nc1ccc(Cl)c(Cl)c1 | -3 | 19* | 1 |
| CCCCCn1c(=O)c(C(=O)c2ccccc2)nc2ccccc21 | 5 | 7 | -8 |

(list continues)
SMILES | TCR CD3 inh | SIAE inh | PG9 Ab binder | TDP2 absorb | mABHD4 FP | PRMT1 inh | HTRA1 inh | rCAG RNA binder | LEDGF integ inh | Rev-erbA mod
Cc1cccc(NC(=O)C2CC(=O)NC(Nc3nc4ccccc4s3)=N2)c1 (configuration not stated) | -1 | 0 | 2.0 | 1 | 5 | 2 | . | 0 | 4 | -7
CCCCC[C@H]1CN(CCCC)C(=O)[C@@H]1CC(=O)NCc1ccc(OC)cc1 | -3 | 2 | -0.6 | -11 | 2 | 1 | -6 | -9 | 3 | 4
Cc1ccccc1C(=O)NCC(=O)c1ccccc1 | 8 | -7 | -3.9 | -21 | -6 | -1 | . | 12 | 6 | 4
Cc1cc(NC(=O)CSc2nnc(Nc3ccccc3C)s2)no1 | -1 | 0 | -1.1 | -4 | -2 | -4 | 0 | -2 | 7 | -4
COc1ccc(CCNC(=O)CCNC(=O)c2ccco2)cc1 | -2 | -1 | -1.2 | 7 | 11 | -1 | 6 | -4 | -5 | -1
O=S(=O)(c1ccc(Cl)c(C(F)(F)F)c1)N1CCN(CC(O)COCC2CCCO2)CC1 (configuration not stated) | 1 | 8 | 1.7 | 4 | 7 | 1 | 8 | -12 | -2 | -1
Nc1[nH]c(C(=O)c2ccc(Br)cc2)c(-c2ccc(Br)cc2)c1C(=O)NCc1ccc(-c2ccccc2)cc1 | 2 | -1 | 0.5 | 6 | 2 | 0 | . | 16 | -1 | 0
Cn1ccsc1=NC(=O)c1ccc([N+](=O)[O-])o1 | 0 | 16 | -1.1 | 15 | 8 | -1 | 5 | 4 | 3 | -13
C/C(N)=C(/C#N)C(=O)COC(=O)CCC1CCCC1 | 2 | -3 | 0.1 | 0 | -5 | -1 | 3 | -3 | 3 | 4
C1=CC2c3ccccc3NC(c3ccncc3)C2C1 (configuration not stated) | -4 | 10 | 0.2 | 12 | 50* | 23* | 33 | 28 | 3 | 3
O=S(=O)(Nc1ccc(-c2ccc3nncn3n2)cc1)c1cccc(F)c1 | 4 | -7 | -0.5 | 12 | -1 | 2 | 2 | 5 | -1 | 3
Cc1nn(-c2ccccc2)nc1-c1nnc(-c2ccc(C(F)(F)F)cc2)o1 | -10 | -9 | 2.1 | 7 | -4 | 3 | 0 | -5 | -4 | 7
